Assay outcomes from PubChem BioAssay.
Vif-A3G inh – Vif-A3G binding inhibition; Potency, µM (highest dose often 46.1 µM), for inactives: top-dose activity, negative = active, hits mostly inhibitors; 410,000 compounds, 0.076% hits; AID 602310; HeLa A3G-eYFP + Vif (tagged APOBEC3G with the HIV-1 protein that degrades it), YFP fluorescence, overnight; Q9HC16;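 further: potency means the concentration at half of the fitted maximal effect; on the % scale 0 is the no-effect control and ±100 the full control effect; nearly all actives have a fitted effect of over 60% in size; hits raise eYFP signal because A3G escapes Vif-driven loss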
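HeLa cells stably expressing Vif and C-terminally eYFP-tagged A3G, seeded overnight at 37 deg C, then exposed to compound by pintool overnight at 37 deg C. Rise in yellow fluorescence (Ex 488/Em 500-530, Acumen) marks blocked Vif-driven A3G degradation.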
PI4K2A inh – PI4K2A (human) kinase inhibition; purified PI4K2A, ADP-Glo luminescence, 1 h; hits give low values; activity change, negative = inhibition, % at 76.9 µM; 420,000 compounds, 0.13% hits; AID 1346378; in the data active means activity change below about -50%; inconclusive means mostly about -30% to -49%;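 further: -100% = wells without enzyme as full effect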
Target sequence (Q9BTU6 whole entry, looked up): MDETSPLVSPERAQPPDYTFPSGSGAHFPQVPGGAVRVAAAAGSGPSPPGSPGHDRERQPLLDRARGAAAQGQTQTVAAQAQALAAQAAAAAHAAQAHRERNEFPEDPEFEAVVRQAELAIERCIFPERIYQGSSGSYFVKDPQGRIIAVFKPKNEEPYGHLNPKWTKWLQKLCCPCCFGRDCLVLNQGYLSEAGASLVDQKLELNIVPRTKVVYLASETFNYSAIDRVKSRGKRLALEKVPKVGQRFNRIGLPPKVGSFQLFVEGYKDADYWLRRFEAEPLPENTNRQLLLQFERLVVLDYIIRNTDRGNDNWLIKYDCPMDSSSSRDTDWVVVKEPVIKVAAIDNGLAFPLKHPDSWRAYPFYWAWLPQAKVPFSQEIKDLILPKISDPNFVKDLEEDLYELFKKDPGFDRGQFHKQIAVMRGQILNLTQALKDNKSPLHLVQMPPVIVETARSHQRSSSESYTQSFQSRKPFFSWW
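Compounds are screened against recombinant PI4K2A using PI as substrate and ATP, the latter dispensed at 300 microM. Reactions run one hour at ambient temperature before ADP-Glo detection; full inhibition defined by wells lacking enzyme.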
Vif-A3F inh – inhibitors of Vif-A3F interaction | HeLa A3F-eYFP + Vif (tagged APOBEC3F with the HIV-1 protein that degrades it), YFP fluorescence increase | Potency, µM (highest dose often 46.1 µM), inactives show at the highest dose activity, negative = active | 390,000 compounds, 0.2% hits; further: potency means the concentration at half of the fitted maximal effect; % of control where 0% means no effect; nearly all actives have a fitted effect of over 65% in size
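HeLa cells stably expressing A3F-eYFP plus Vif, plated and incubated overnight at 37 deg C, then exposed to compounds overnight at 37 deg C. Blocked degradation read as raised yellow fluorescence (Ex 488/Em 500-530).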
TrxR1 substrate – rat thioredoxin reductase 1 substrate activity. Potency, µM (doses to about 114 µM), for inactives: top-dose activity change, negative = substrate turnover. O89049. AID 588456. purified TrxR1 substrate turnover, NADPH consumption readout. 390,000 compounds, 0.01% hits; further: potency means the concentration at half of the fitted maximal effect; on the % scale 0 is the no-effect control and ±100 the full control effect; nearly all actives have a fitted effect of over 50% in size
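Rat TrxR1, dispensed at 90 nM, was prereduced with 400 uM NADPH (final) for 5 min at ~22 deg C, then incubated with compound 15 min before 400 uM selenite. A first-read NADPH fluorescence drop versus no-compound background flagged substrates.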
RXFP1 agonist – RXFP1 (human) receptor agonism; Q9HBX9; HEK293T-RXFP1 cAMP TR-FRET, 30 min; response scale: percent of porcine relaxin response, buffer zero; Potency, µM (doses to about 57.5 µM), without a hit: at the top dose activation, most hits filed as activators; 370,000 compounds, 0.3% hits; AID 2676; further: potency means the concentration at half of the fitted maximal effect; on the % scale 0 is the no-effect control and ±100 the full control effect; nearly all actives have a fitted effect of over 60% in size; many of its hits are not listed in these tables
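HEK293T cells stably expressing RXFP1 were pretreated with the PDE4 inhibitor Ro 20174, exposed to compounds for 30 min at 37C, lysed, and cAMP was read by TR-FRET. Data normalized to buffer (basal) and 29 nM porcine relaxin (100%).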
LDHA inh – blocks human lactate dehydrogenase A; purified LDHA, NADH/diaphorase-resazurin fluorescence; hits give low values; activity change, % (values are at about 110 or 230 µM); 480,000 compounds, 0.15% hits; AID 1347041; in the data active means activity change below about -30%; inconclusive means mostly about -25% to -30%;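 further: plate controls were DMSO wells for no effect and wells without enzyme for full effect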
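Human LDH5 (2 nM) was incubated with 0.06 mM NADH and 0.2 mM pyruvate for 5 min at room temperature in Tris pH 7.4. Remaining NADH was coupled through diaphorase/resazurin, and resorufin fluorescence was read at 0 and 20 min.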
USP1-UAF1 inh – inhibitors of human USP1/UAF1 deubiquitinase. AID 743255. 390,000 compounds, 0.23% hits. Potency, µM (doses to about 57.1 µM), without a hit: at the top dose activity change, negative = inhibition, actives largely listed as inhibitors. recombinant USP1/UAF1, Ub-Rhodamine cleavage fluorescence; further: potency means the concentration at half of the fitted maximal effect; on the % scale 0 is the no-effect control and ±100 the full control effect; nearly all actives have a fitted effect of over 60% in size; inactives centre near -12
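Step one: compound is pinned into 1nM USP1/UAF1 in HEPES pH 7.8 buffer with TCEP. Step two: 15 min room-temperature incubation. Step three: Ub-Rho (150nM final) starts cleavage, tracked by fluorescence over six one-minute reads.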
GRP78 ERSR act – induces the endoplasmic reticulum stress response in human glioma cells | Potency, µM, for the others: at the highest dose activation, actives largely listed as activators | U87-MG GRP78 promoter luciferase reporter, 16 h | 420,000 compounds, 0.02% hits | AID 602332; further: potency means the concentration at half of the fitted maximal effect; series mostly up to about 76 µM; % of control where 0% means no effect; nearly all actives have a fitted effect of over 35% in size
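Stably transfected U87-MG human glioma cells carrying a GRP78-based luminescent sensor were seeded at 1000 cells/well, pin-dosed with compounds and incubated 16 h. Luciferase reagent was then added, and end-point luminescence was read after 10 min at room temperature.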
IDH1 R132H inh – human IDH1 R132H inhibition; IDH1-R132H enzyme, NADPH consumption, diaphorase/resazurin fluorescence; Potency, µM (highest dose often 76.6 µM), without a hit: top-dose activity change, negative = inhibition, most hits filed as inhibitors; O75874; 390,000 compounds, 0.093% hits; AID 602179; further: potency means the concentration at half of the fitted maximal effect; on the % scale 0 is the no-effect control and ±100 the full control effect; nearly all actives have a fitted effect of over 65% in size
Target sequence (O75874 whole entry R132H, stated change not applied): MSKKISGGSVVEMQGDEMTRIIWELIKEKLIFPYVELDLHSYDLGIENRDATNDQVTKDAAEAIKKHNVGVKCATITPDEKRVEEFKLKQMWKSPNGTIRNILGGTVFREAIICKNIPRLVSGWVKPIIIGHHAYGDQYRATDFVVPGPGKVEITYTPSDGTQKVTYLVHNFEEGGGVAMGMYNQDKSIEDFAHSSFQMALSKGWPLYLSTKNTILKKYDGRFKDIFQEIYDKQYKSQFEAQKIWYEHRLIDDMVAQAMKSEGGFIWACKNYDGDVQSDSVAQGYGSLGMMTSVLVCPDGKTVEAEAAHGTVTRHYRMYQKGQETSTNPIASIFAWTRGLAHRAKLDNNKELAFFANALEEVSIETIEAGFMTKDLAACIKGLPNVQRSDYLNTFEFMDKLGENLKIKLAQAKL
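IDH1-R132H (0.5 ug/mL) preincubated 30 min with compound, then NADPH (0.016 mM) and alpha-KG (2 mM) added; 80 min at RT, pH 7.5. Remaining NADPH coupled via diaphorase/resazurin to fluorescence (540/590 nm); concentration-response curves normalized to no-enzyme control.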
Active calls of the source: *; ? = inconclusive; . = no result given; & = joins results of further samples; [ ] = remark or other dose. Unless noted, the call rests on the fitted dose curve; in most records, active means well fitted curve in the direction sought with a large enough effect; inconclusive means small, poorly fitted or top-dose-only effect, or another doubt; inactive means no such curve, though single readings can be large; an effect the other way counts as inactive or inconclusive.

SMILES	Vif-A3G inh	PI4K2A inh	Vif-A3F inh	TrxR1 substrate	RXFP1 agonist	LDHA inh	USP1-UAF1 inh	GRP78 ERSR act	IDH1 R132H inh
CC(=O)N1CCc2c(sc(NC(=O)Cc3ccc(F)cc3)c2C(N)=O)C1	0.1%	3.7	6.1%	4.8%	2.8%	-7.5	-11.3%	-2.7%	4.0%
CCOc1ccc(-n2c(=O)cc(N3CCN(c4ccc(F)cc4)CC3)[nH]c2=O)cc1	-2.0%	11.3	-2.2%	-1.4%	0.2%	10.0	-3.0%	-1.8%	8.5%
CCOC(=O)c1c(-c2ccc(OC)cc2)csc1/N=C/C1=C(O)CCCC1=O	22.4µM*	-5.8	22.4µM*	-1.1%	-0.1%	15.4	?	-13.2%	2.8%
CC(=O)Oc1ccc(C2(C)CC(C)(C)NC(=S)N2C)c(OC(C)=O)c1 (centres undefined)	-0.6%	-6.4	6.3%	6.3%	-1.6%	1.9	-20.8%	-3.9%	11.9%
CC(C)CC(=O)NS(=O)(=O)c1ccc(NS(C)(=O)=O)cc1	-3.5%	1.1	6.2%	-3.1%	-2.5%	-0.9	-0.3%	-1.0%	-3.8%
OC[C@@H]1CN(Cc2ccc(F)cc2)C[C@H](n2cnc3c(NC4CC4)ncnc32)O1	-2.2%	-3.9	.	.	.	-1.3	.	-0.3%	.
O=C(O)CC12CC3CC(C1)CC(n1ncc(NCC4CCCO4)c(Cl)c1=O)(C3)C2 (centres undefined)	2.6%	5.6	7.6%	-7.7%	1.7%	-0.3	-10.2%	-1.5%	3.8%
O=C(CCOc1ccccc1)Nc1nnc(-c2ccc3c(c2)OCCO3)o1	0.0%	3.1	-26.2%	-13.0%[57.1 µM]	2.9%	-2.5	-7.5%	-0.4%	-1.1%
CC(=O)Oc1ccc(N2C(=O)C3C4C=CC(O4)C3C2=O)cc1 (centres undefined)	0.4%	0.2	1.3%	13.0%	0.6%	-1.1	-20.6%	4.6%	1.2%
Cc1cc(NC(=O)CS(=O)(=O)c2cn(Cc3ccc(F)cc3)c3ccccc23)no1	-5.5%	1.9	-8.9%	-4.1%[57.1 µM]	1.9%	-11.3	-2.5%	-3.3%	1.3%
CC(C)(C)OC(=O)N1CCC(C(=O)N[C@@H](Cc2c[nH]c3ccccc23)C(=O)O)CC1	3.1%	-4.9	-13.5%	-11.7%	3.6%	-7.1	-4.8%	8.8%	-3.4%
CN(C)C(=O)CSc1nc(SCC(=O)N(C)C)n(-c2ccccc2)n1	0.0%	-0.6	-4.4%	6.0%	2.8%	-3.9	-8.7%	-5.6%	3.6%
Cc1ccc(NC(=O)C2CCCN(S(=O)(=O)c3c(C)noc3/C=C/N(C)C)C2)c(C)c1 (centres undefined)	3.3%	-3.6	7.0%	-11.5%	1.4%	-7.9	-21.0%	-2.0%	-10.0%
Cc1cccc(CN2C(=O)CC(c3ccc(Cl)cc3)c3c(C)nn(-c4nc(C)cc(C)n4)c32)c1 (centres undefined)	-4.6%	1.0	-11.4%	-4.1%	0.3%	-1.3	?	-1.5%	-2.8%
C[C@@](Cc1ccc(O)c(O)c1)(NN)C(=O)O	1.6%	1.9	-3.8%	2.0%	3.0%	9.3	-11.8%	-1.6%&-2.8%&-8.3%	0.2%
CCOc1ccc(C(=O)Nc2cccc3ncccc23)cc1Cl	-0.4%	1.6	-4.2%	-6.8%	-0.4%	-2.2	-7.1%	-4.4%	4.0%
Cc1ccc(-c2cc(C(F)(F)F)n3ncc(-c4ccccc4)c3n2)cc1	2.9%	2.5	-11.3%	1.7%	0.2%	-8.3	-8.4%	-1.6%	-4.2%
COc1ccc(OC)c(C2CC(=O)Oc3c2c(=O)n(C)c2ccccc32)c1 (centres undefined)	5.1%	-3.1	-3.5%	-9.4%	7.1%	1.8	3.7%	-0.4%	5.7%
O=C(NCCc1ccccc1)C(=O)NCCC1CCCCN1S(=O)(=O)c1ccccc1 (centres undefined)	-0.2%	-7.4	1.2%	-11.8%	-1.5%	-9.0	-11.4%	-1.4%	0.0%
COc1cc(OC)cc(C(=O)NCC(=O)OCC(=O)c2cc(OC)ccc2OC)c1	-1.6%	0.3	-9.9%	6.5%	-0.4%	-7.0	-3.2%	-2.3%	0.5%
Cc1ccc(OCCn2cc(C(=S)N3CCCC3)c3ccccc32)cc1C	0.6%	-3.6	-0.6%	-8.5%	1.1%	-3.5	-23.4%	0.2%	3.2%
Oc1ccc(Br)cc1-c1cc(-c2ccc(Cl)cc2)n[nH]1	-9.4%	2.0	1.6%	-4.5%	-2.7%	-1.1	-13.3%	0.0%	0.0%
c1ccc2c(c1)CCCC2NC1=NCCC1 (centres undefined)	-3.6%	5.7	-2.5%	-15.4%	0.5%	-5.5	3.1%	-4.8%	1.6%
Cc1ccc2nc(SC(C(=O)c3ccccc3)c3ccccc3)nc(C)c2c1 (centres undefined)	1.0%	-1.8	-2.9%	2.2%	4.2%	2.3	-7.7%	-4.5%	-0.9%

Part of the list above with just TrxR1 substrate:
smiles | TrxR1 substrate
Cc1ccc(NC(=O)C2CCCN(S(=O)(=O)c3c(C)noc3/C=C/N(C)C)C2)c(C)c1 (centres undefined) | -11.5%
Cc1cccc(CN2C(=O)CC(c3ccc(Cl)cc3)c3c(C)nn(-c4nc(C)cc(C)n4)c32)c1 (centres undefined) | -4.1%

Later entries
SMILES	Vif-A3G inh	PI4K2A inh	Vif-A3F inh	TrxR1 substrate	RXFP1 agonist	LDHA inh	USP1-UAF1 inh	GRP78 ERSR act	IDH1 R132H inh
Cc1cc(NC(=O)COc2ccccc2C)ccc1NC(=O)c1ccco1	0.8%	-4.0	-4.4%	-0.8%	2.9%	-13.9	-8.4%	-1.9%	-8.6%
COc1cc(Cn2c3ccc(NC(=O)CCc4ccccc4)cc3c(=O)n2C)ccc1F	?	-3.2	.	.	.	2.0	.	-5.5%	.
CCCCNC(=S)N1CCN(C)CC1	-0.2%	4.3	-1.9%	-5.7%[57.1 µM]	-1.2%	-18.7	-13.1%	0.0%	1.9%
c1ccc(N/N=C(\Cc2nc3ccccc3[nH]2)c2ccccc2)cc1	-16.1%	-1.2	5.2%	-9.5%	-0.1%	3.1	-13.7%	5.4%	1.2%
CC(C)n1ncc2c(C(=O)N3CCN(Cc4cccs4)CC3)cc(C3CC3)nc21	0.2%	-1.8	1.5%	.	.	-4.3	-8.0%	-1.8%	1.3%
Cc1cc(C)c2sc(NC(=O)c3ccc(N4C(=O)CCC4=O)cc3)nc2c1	0.5%	4.3	-1.4%	5.2%	14.0%	-7.6	-23.2%	0.6%	3.4%
CC1(C)Cc2c(sc3[nH]c(=S)[nH]c(=O)c23)CO1	10.9%	-1.6	-5.0%	-8.8%	-0.6%	-0.9	-17.8%	-1.5%	1.8%
O=C(NC(c1ccccc1)c1ccc2ccccc2n1)C1CCN(Cc2ccc(Oc3ccccc3)cc2)CC1 (centres undefined)	-0.2%	5.9	.	.	.	-4.1	.	-2.8%	.
O=C(COC(=O)c1cccnc1Cl)NCC1CCCO1 (centres undefined)	-0.5%	4.0	-20.5%	8.4%[57.1 µM]	15.0%	-13.4	-9.6%	-0.9%	-6.5%
CC(NC(=O)c1ccncc1)C(C)(C)C (centres undefined)	-0.6%	6.7	-2.1%	5.6%	0.7%	-8.6	-11.1%	-3.3%	-4.1%
O=C(O)c1cccc(-c2ccc(/C=c3/sc4nc5ccccc5n4c3=O)o2)c1	-18.3%	-0.8	?	-0.2%	0.1%	1.2	?	-1.1%	-2.3%
COc1cc2[nH]c(=O)n(CCC(=O)N3CCN(c4ccc(Cl)cc4)CC3)c(=O)c2cc1OC	4.6%	-0.8	0.9%	-3.8%[2.29 µM]	-2.2%	1.5	-24.2%	-3.4%	5.6%
Cc1ccc(S(=O)(=O)CCC(=O)Nc2cccc([N+](=O)[O-])c2)cc1	-3.6%	-1.1	-4.6%	-0.5%	3.9%	-4.3	-24.4%	-2.0%	-4.7%
Cc1cc(F)ccc1NC(=O)C1CCCO1 (centres undefined)	6.4%	-4.1	6.0%	-3.0%	0.5%	-6.2	-13.7%	18.0%	-6.9%
Cc1cc(C)cc(C(=O)N2CCC(C(N)=O)CC2)c1	1.4%	-0.2	-6.8%	7.7%	2.2%	-9.1	-8.6%	-8.1%	4.9%
Cc1c(NC(=O)c2c([N+](=O)[O-])cnn2C)c(=O)n(-c2ccccc2)n1C	2.0%	-1.7	0.1%	4.1%	-3.0%	-1.8	-11.0%	-2.6%	-1.3%
COCc1cc(N2CCCCC2)nc(-c2ccccc2)n1	0.3%	-11.3	-17.1%	5.6%	-1.8%	-0.8	-9.1%	-0.9%	4.3%
C=CCn1c(-c2csc(-c3ccccc3)n2)n[nH]c1=S	-7.3%	-2.3	0.8%	-3.5%	9.3%	-6.2	-5.5%	3.2%	0.7%
Nc1ncnc2c1ncn2[C@@H]1O[C@H](CNC(=O)OC[C@@H](N)Cc2ccccc2)[C@@H](O)[C@H]1O	-0.1%	-19.7	.	.	.	-4.9	.	-3.8%	.

Only part of the results is shown; the hit share may differ from the screen's.
